Screening results as filed in PubChem.
TDP1 cell noCPT: qHTS for Inhibitors of human tyrosyl-DNA phosphodiesterase 1 (TDP1): qHTS in cells in absence of CPT | DT40 Tdp1-/- hTDP1 cells, no CPT, ATP luminescence, 48 h | Potency, µM (top dose mostly 46.2 µM), for the others: top-dose activity change, negative = growth inhibition, usual class: inhibitors | 420,000 tested, 15% active; further: nearly all actives have a fitted effect of over 55% in size
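DT40 Tdp1-/-;hTDP1 cells, no CPT (DMSO vehicle only), 400 cells/well; compounds pin-transferred; ≥48 hr, 37 °C; CellTiter-Glo 30 min RT dark, luminescence read.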
KAT2A inh: qHTS Assay for Inhibitors of GCN5L2; Potency, µM (top dose mostly 58.9 µM), inactives show at the highest dose activity change, negative = inhibition, most hits filed as inhibitors; GCN5L2 HAT assay, ThioGlo1 CoA-SH fluorescence; 390,000 tested, 0.21% active; Histone acetyltransferase KAT2A (Homo sapiens), Q92830
Target sequence (Q92830 whole entry, looked up): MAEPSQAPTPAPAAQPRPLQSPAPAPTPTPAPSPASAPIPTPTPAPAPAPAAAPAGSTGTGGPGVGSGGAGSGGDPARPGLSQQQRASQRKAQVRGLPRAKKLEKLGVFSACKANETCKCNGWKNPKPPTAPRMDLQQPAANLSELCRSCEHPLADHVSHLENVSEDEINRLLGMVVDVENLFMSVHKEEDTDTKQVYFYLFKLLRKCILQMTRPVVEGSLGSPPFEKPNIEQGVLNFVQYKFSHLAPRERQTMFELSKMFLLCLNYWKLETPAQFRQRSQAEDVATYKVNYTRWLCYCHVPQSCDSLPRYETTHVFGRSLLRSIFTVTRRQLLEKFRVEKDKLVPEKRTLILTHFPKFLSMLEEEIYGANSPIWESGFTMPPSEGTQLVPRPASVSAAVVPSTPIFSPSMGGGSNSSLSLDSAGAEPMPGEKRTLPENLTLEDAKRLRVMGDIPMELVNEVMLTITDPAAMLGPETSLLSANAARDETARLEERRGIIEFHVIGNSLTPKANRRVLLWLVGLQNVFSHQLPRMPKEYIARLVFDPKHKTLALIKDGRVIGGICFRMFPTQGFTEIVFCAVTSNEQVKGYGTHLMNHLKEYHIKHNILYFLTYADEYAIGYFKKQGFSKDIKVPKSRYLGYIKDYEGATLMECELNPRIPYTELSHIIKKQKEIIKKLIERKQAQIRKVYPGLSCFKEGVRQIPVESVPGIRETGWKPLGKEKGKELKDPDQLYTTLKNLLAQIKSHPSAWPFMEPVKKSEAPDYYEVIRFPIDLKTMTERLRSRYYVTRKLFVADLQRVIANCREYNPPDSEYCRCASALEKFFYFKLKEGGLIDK
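Free CoA generated was detected with ThioGlo1 (50uM) fluorescence at Ex340nm/Em540nm, read immediately and after 20 min at room temperature. Enzyme, 20 nM in HEPES pH 7.5 buffer, saw compounds 15 min before adding 75uM H3(1-25) peptide and 70uM acetyl-CoA.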
TDP1 cell CPT: qHTS for Inhibitors of human tyrosyl-DNA phosphodiesterase 1 (TDP1): qHTS in cells in presence of CPT; chicken DT40 Tdp1-/-;hTDP1 cells + 20 nM CPT, ATP luminescence, 48 h; Potency, µM (doses to about 46.2 µM), for the others: at the highest dose activity change, negative = growth inhibition, usual class: inhibitors; 420,000 tested, 12% active; further: nearly all actives have a fitted effect of over 55% in size
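Cell growth measured by CellTiter-Glo luminescence after a minimum 48 h, 37 C compound exposure with 20 nM CPT in Tdp1-knockout DT40 cells stably expressing hTDP1, seeded 400/well; qHTS titration format.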
* marks the source's active call; other numbers are inactive results; u = inconclusive; x = not tested or not shown; & = joins results of further samples. The call rests on the fitted dose curve; in most records, active means well fitted curve in the direction sought with a large enough effect; inconclusive means small, poorly fitted or top-dose-only effect, or another doubt; inactive means no such curve, though single readings can be large; an effect the other way counts as inactive or inconclusive. On the % scale 0 is the no-effect control and ±100 the full control effect; potency means the concentration at half of the fitted maximal effect. Not all compounds are listed; rates above refer to the full screens.

nr	molecule	TDP1 cell noCPT	KAT2A inh	TDP1 cell CPT
1	O=c1c2ccccc2n2cnnc2n1-c1ccccc1	-5.1%	0.3%	5.1%
2	COC(=O)c1sc(NC(=O)c2ccco2)nc1C	u	-3.6%	u
3	COC(=O)c1cc2sccc2n1Cc1nc(-c2ccc(OC)cc2)oc1C	-25.5%	u	u
4	Cc1cc(C)c(NC(=O)CSc2ccc(-c3ccccn3)nn2)c(C)c1	23.1µM*	-2.0%&-1.5%	23.1µM*
5	CCc1nc(C)cc(N)c1OCc1ccccc1	-13.9%	4.1%	7.2%
6	Cc1cccc(C)c1OCc1cc(C(=O)NC2CCC2)no1	-12.2%	-2.8%	-7.9%
7	Fc1ccc2c(c1)[C@H]1OCC[C@H]1[C@@H](c1ccco1)N2	-26.6%	-0.5%	-27.9%
8	COCC1CCCN(C(=O)c2cc(COc3cccc4cccnc34)on2)C1 (centres undefined)	-0.7%	u	-0.9%
9	COc1cc(C(=O)Nc2ccc(S(=O)(=O)NC(C)C)cc2)cc(OC)c1OC	-23.4%	-20.3%	-7.4%
10	COc1ccc(S(=O)(=O)N2CCOCC2)cc1NC(=O)c1ccc(=O)[nH]c1	1.4%	-0.1%	-17.8%
11	O=C(Nc1nc(-c2cccnc2)cs1)c1ccc(S(=O)(=O)N2CCOCC2)cc1	u	-6.2%	u
12	C#CCN(C[C@@H]1[C@@H](OC(=O)NCCCCCC)[C@@H](OC(=O)NCCCCCC)Cn2c(=O)n(CCCCCC)c(=O)n21)S(=O)(=O)c1ccc(C)cc1	u	x	u

The listing continues.
nr	molecule	TDP1 cell noCPT	KAT2A inh	TDP1 cell CPT
13	O=C(NCC1(c2ccccc2)CCCC1)C(=O)Nc1cccc(C(F)(F)F)c1	u	-6.4%	u
14	CNC(=O)CN1C(=O)c2ccccc2S1(=O)=O	-4.6%	-3.4%	-11.3%
15	CCN(CC)CCN(C(=O)c1ccc(S(=O)(=O)N(C)C2CCCCC2)cc1)c1nc2c(C)cccc2s1	20.6µM*	-8.3%	23.1µM*
16	Cc1n[nH]c(C)c1CCNCc1ccc(OCC(O)CN2CCCCC2)cc1 (centres undefined)	29.9%	0.2%	11.1%
17	CCOC(=O)c1ccc(COc2ccc(C(C)C)cc2)o1	-2.6%	-8.1%	7.5%
18	O=C(COc1ncnc2ccccc12)Nc1cccc(S(=O)(=O)N2CCOCC2)c1	2.4%	-3.7%	6.0%
19	COc1cc(NCCCCCCN)c2ncccc2c1OC	u	x	u
20	CC(=O)c1cccc(Nc2nn(-c3ccc(OC(F)(F)F)cc3)nc2C(C)=O)c1	-20.7%	-7.3%	u
21	Cc1cccc(NC(=O)C(c2cccc([N+](=O)[O-])c2)N2CCCCC2)c1 (centres undefined)	u	u	u
22	COc1ccc(NC(=O)CN(C)C(=O)COc2ccccc2Cc2ccccc2)cc1	18.4µM*	-22.4%	25.9µM*
23	COc1ccc(C(C)NC(=O)c2ccc([N+](=O)[O-])cc2)cc1OC (centres undefined)	0.517µM*	-2.4%	0.92µM*
24	CC(=O)Nc1ccc(C(=O)NNC(=O)CCCCC(=O)NNC(=O)c2ccc(NC(C)=O)cc2)cc1	-26.2%	x	-3.5%

Reprinted at random: 2 entries already listed
nr	molecule	TDP1 cell noCPT	KAT2A inh	TDP1 cell CPT
19	COc1cc(NCCCCCCN)c2ncccc2c1OC	u	x	u
16	Cc1n[nH]c(C)c1CCNCc1ccc(OCC(O)CN2CCCCC2)cc1 (centres undefined)	29.9%	0.2%	11.1%

(further entries)
nr	molecule	TDP1 cell noCPT	KAT2A inh	TDP1 cell CPT
25	COc1cccc(N=Nc2c(N)[nH]n3c(=O)cc(-c4ccccc4)nc23)c1	7.31µM*	-11.7%	9.2µM*
26	C=CCn1c(CCNC(=O)c2cccs2)nnc1SCC(=O)c1ccc(Cl)cc1	u	-12.6%	u
27	CCC(C)n1nccc1NC(=O)C(C)OC(=O)c1cc2ccccc2[nH]1 (centres undefined)	-29.4%	-2.2%	-18.3%
28	CC1CN(C(=O)CSc2nc(-c3ccccc3)cs2)CC(C)O1 (centres undefined)	-25.5%	-2.6%	u
29	O=C(N/N=C/c1cccc(Oc2ccccc2)c1)c1cccc(O)c1	u	-10.0%	u
30	C=C(C)CNC(=S)N/N=C/c1ccccc1OCC(=O)O	1.0%	0.4%	-5.8%
31	CC(=O)N1CCN(c2cc3c(cc2F)c(=O)c(C(=O)O)cn3C2CC2)CC1	3.3%	-4.9%	1.7%
32	CCCCn1c(NC(=O)c2ccccc2)c(C#N)c2nc3ccccc3nc21	18.4µM*	u	25.9µM*
33	O=C(Cn1c2ccccc2c(=O)c2ccccc21)Nc1cccc(F)c1	u	1.7%	16.4µM*
34	OC(COc1ccc2ccccc2c1Cl)CN1CCOCC1 (centres undefined)	u	-11.0%	-26.4%
35	COC(=O)C[C@@H]1C=C[C@@H](NS(=O)(=O)c2ccc(OC)cc2)[C@@H](CO)O1	9.5%	x	7.8%
36	Cc1c([N+](=O)[O-])c(C(=O)Nc2ccc3c(c2)OCCO3)nn1C	-10.3%	-1.0%	-21.6%

New compounds follow:
nr	molecule	TDP1 cell noCPT	KAT2A inh	TDP1 cell CPT
37	COc1ccc2c(c1OC)C(=O)N1C2SC(C)(C)[C@H]1C(=O)NC(C)C (some centres undefined)	7.8%	15.1%	u
38	CCSc1cnnc2ccccc12	-9.9%	x	4.3%
39	CCN(CC)CC(O)COc1ccc2c(c1)OCO2 (centres undefined)	-14.8%	-6.4%	-4.0%
40	CCC(C)N1CC(=O)N2C(c3ccc(OC)cc3OC)c3[nH]c4ccccc4c3C[C@H]2C1=O (some centres undefined)	u	-8.8%	-12.1%
41	CCN(c1cccc(C)c1)C(CNS(=O)(=O)c1ccccc1)c1ccccc1 (centres undefined)	u	-15.5%	u
42	O=C(Nc1ccc(S(=O)(=O)N2CCc3ccccc3C2)cc1)C1CCCO1 (centres undefined)	u	x	u
43	O=C(NCCOc1ccc(Cl)cc1)c1ccco1	-17.3%	4.3%	3.1%
44	COC(=O)c1ccc(NC(=O)[C@H](C)NC(N)=O)cc1	12.1%	-7.7%	3.5%
45	O=C(C1CCC(C(=O)N2CCc3ccccc32)CC1)N1CCc2ccccc21 (centres undefined)	u	1.8%	-10.0%
46	CN(CC(N)=O)S(=O)(=O)c1ccc(F)cc1	-1.1%	2.6%	3.8%
47	Cc1ccc(S(=O)(=O)CC(=O)c2ccccc2)cc1	-10.8%	-3.8%	-4.3%
48	COCCN(C(=O)c1ccc(C)c(S(=O)(=O)N2CCOCC2)c1)c1c(N)n(CC(C)C)c(=O)[nH]c1=O	1.3%	x	-12.5%

Another view of part of the listing above:
Results follow in this order: TDP1 cell noCPT | KAT2A inh | TDP1 cell CPT
38: CCSc1cnnc2ccccc12
 : -9.9% | x | 4.3%
39: CCN(CC)CC(O)COc1ccc2c(c1)OCO2 (centres undefined)
 : -14.8% | -6.4% | -4.0%

More results.
nr	molecule	TDP1 cell noCPT	KAT2A inh	TDP1 cell CPT
49	Cc1cc(/C=C(/C#N)c2nc3ccccc3[nH]2)c(C)n1-c1cc(C(=O)O)cc(C(=O)O)c1	-5.5%	-20.6%	27.4%
50	CCC(C(=O)Nc1cc(OC)c(NC(=O)c2ccccc2)cc1OC)c1ccccc1 (centres undefined)	u	-7.6%	u
51	CCC(CC)c1nnc(NC(=O)C2CCN(C(=O)c3ccco3)CC2)s1	u	-8.6%	u
52	c1ccc(C2CC(c3cccs3)=NN2c2ccccc2)cc1 (centres undefined)	8.2%	-5.5%	-1.7%
53	CCCCN1C(=O)c2ccc(C(=O)Nc3ccccc3N3CCOCC3)cc2C1=O	-22.5%	-7.3%	-22.6%
54	COc1ccc(CCNC(=O)CCc2c(C)nc3c(c(C)nn3-c3ccc(C)c(C)c3)c2C)cc1OC	16.4µM*	-5.4%	20.6µM*
55	COc1ccc(C2=NN(C(=O)CN3CCCCC3)C(c3ccc(C)cc3)C2)cc1 (centres undefined)	u	3.4%	u
56	C=CCNc1nc(Cl)ncc1F	13.4%	-5.7%	-1.2%
57	CC(C)(C)N(Cc1ccccc1)C(=O)CSc1nnc(CNc2ccc(F)cc2)o1	u	x	11.2µM*
58	COC(=O)c1sc(NC(=O)Cc2cccs2)nc1C	u	-22.2%	-27.9%
59	COc1cc(S(=O)(=O)Nc2ccc(Br)cc2)ccc1N	u	-8.2%	-24.9%
60	Cc1ccc(-n2c(Cc3cccs3)nnc2SCC(=O)OC(C)C)cc1	-9.2%	-4.4%	1.4%

Additional results.
nr	molecule	TDP1 cell noCPT	KAT2A inh	TDP1 cell CPT
61	COC(=O)c1sccc1NC(=O)CSc1ccccc1N	17.5%	-8.0%	-2.8%
62	CCOC(=O)N1CCC2(CC1)C(C#N)=C(N)OC1=C2C(=O)CC(C)C1 (centres undefined)	-8.1%	-1.5%	6.8%
63	CCOc1ccc(C(=O)NCC(=O)OCc2c(C)noc2C)cc1OCC	-27.7%	-9.9%	0.0%
64	COc1ccc(CCNC(=O)c2c(C)nc3ccccn23)cc1OC	-8.5%	-10.1%	-19.1%
65	COc1ccc(NC(C)=O)c([N+](=O)[O-])c1[N+](=O)[O-]	u	x	u
66	CCOP(=O)(OCC)C(NC(=O)Nc1ccccc1)C(N)=O (centres undefined)	4.0%	1.6%	-1.5%
67	Cc1cccc(Cn2c(=O)n(CCc3ccccc3)c(=O)c3sc4ccccc4c32)c1	-10.6%	-3.0%	-2.6%
68	CNC(=O)C1(c2ccccc2)CCCCC1	14.1%	x	6.1%
69	CCNC(=O)N1CCCC(C(=O)c2ccc(OC)c(OC)c2)C1 (centres undefined)	-15.0%	-7.1%	-20.5%
70	CNC[C@@H]1Oc2cc(Br)ccc2S(=O)(=O)N([C@H](C)CO)C[C@H]1C	3.2%	x	2.4%
71	CC1CN(Cc2c(O)ccc3c2oc(=O)c2ccccc23)CC(C)O1 (centres undefined)	14.6µM*	-19.6%	14.6µM*
72	Nc1ccc(C2(c3ccc(N)cc3)C(=O)Nc3ccccc32)cc1	-12.2%	-1.6%	1.6%

Following part.
nr	molecule	TDP1 cell noCPT	KAT2A inh	TDP1 cell CPT
73	O=C(CSc1nnc(-c2ccccc2Br)o1)Nc1nncs1	-16.6%	2.4%	-12.8%
74	CCc1ccccc1Nc1nn2c(=O)c3ccc(C(=O)NC(C)C)cc3nc2s1	-28.4%	0.3%	-16.6%
75	O=S(=O)(Nc1cccnc1)c1ccc(C2CCCCC2)cc1	u	-1.7%	u
76	C=C(C)C(=O)Nc1cccc(C2=NOC3(C2)C[C@@H](C(N)=O)N(C(=O)[C@H]2CCC(=O)N2)C3)c1 (some centres undefined)	4.4%	-5.1%	1.9%
77	COc1ccc(-c2csc(NC(=O)CSc3n[nH]c(N)n3)n2)cc1	u	-3.1%	u
78	O=c1c2c([nH]c3ccccc13)CCCCC2	u	-5.9%	-28.2%
79	O=C(Cn1c(=O)cnc2ccccc21)NNC(=O)c1ccc(Cl)cc1	27.4%	0.7%	-5.3%
80	O=c1cc(Cn2ccnc2)c2cc3c(cc2o1)CCC3	-27.0%	-4.6%	-9.6%
81	Cc1c(C)n(C)c2ccc(C(=O)NCCc3ccco3)cc12	16.4µM*	-14.0%	u
82	Cc1cccc(-n2c(C)n[nH]c2=S)c1C	-5.7%	x	-0.6%
83	COc1cccc2cc(-c3nc(-c4ccccc4F)no3)c(=O)oc12	-27.9%	-10.6%	-4.9%
84	COc1ccc(C(=O)NC2CCN(C(=S)NCc3ccco3)CC2)cc1	-27.1%	-6.6%	-10.7%

Next section.
nr	molecule	TDP1 cell noCPT	KAT2A inh	TDP1 cell CPT
85	Cc1nn(-c2ccccc2)c(Cl)c1/C=C(/CC(=O)O)c1nc2ccccc2s1	-17.8%	x	-21.9%
86	CCOC(=O)c1ccc(NC(=O)c2ccccc2C)cc1	u	-7.3%	-1.6%
87	COc1ccc(CCN(C(=S)Nc2ccccc2)C2CC(=O)N(c3ccccc3)C2=O)cc1 (centres undefined)	u	19.2%	u
88	Cc1ccc2cc(C=O)c(Cl)nc2c1	u	-12.2%	u
89	Cc1cc(C(=O)NCc2cccnc2)no1	-5.1%	1.0%	-16.8%
90	CCN(CC)CCOc1nc(C)nc2c1oc1ccccc12	u	1.5%	u
91	COc1cccc(-n2c(SC)nnc2-c2cnccn2)c1	0.4%	-0.6%	0.8%
92	C=CCN1C(=O)C(CC(=O)Nc2ccc(OCC)cc2)N(Cc2ccccn2)C1=S (centres undefined)	u	-3.4%	-6.5%
93	Cc1ccc(-c2ccc(=O)n(Cc3ccc(F)cc3Cl)n2)cc1	u	-1.3%	u
94	COC(=O)c1cc(C(=O)c2ccc(Cl)cc2Cl)cn1C	u	-12.5%	-24.5%
95	CCOC(=O)c1ccc(NC(=O)CSc2nc3ncc(Br)c(C)c3[nH]2)cc1	2.7%	-4.1%	-20.9%
